RORgamma inh: qHTS for inhibitors of ROR gamma transcriptional activity | Potency, µM (highest dose often 53.6 µM), for the others: at the highest dose activity change, negative = inhibition, usual class: inhibitors | AID 2551, 2010 | Drosophila S2 Gal4-RORgamma UAS-luciferase reporter, 20 h | Nuclear receptor ROR-gamma (Mus musculus), P51450 | 5.4% of 310,000 active; further: potency means the concentration at half of the fitted maximal effect; on the % scale 0 is the no-effect control and ±100 the full control effect; nearly all actives have a fitted effect of over 60% in size
Target sequence (P51450 whole entry, looked up, the tested form may be a part): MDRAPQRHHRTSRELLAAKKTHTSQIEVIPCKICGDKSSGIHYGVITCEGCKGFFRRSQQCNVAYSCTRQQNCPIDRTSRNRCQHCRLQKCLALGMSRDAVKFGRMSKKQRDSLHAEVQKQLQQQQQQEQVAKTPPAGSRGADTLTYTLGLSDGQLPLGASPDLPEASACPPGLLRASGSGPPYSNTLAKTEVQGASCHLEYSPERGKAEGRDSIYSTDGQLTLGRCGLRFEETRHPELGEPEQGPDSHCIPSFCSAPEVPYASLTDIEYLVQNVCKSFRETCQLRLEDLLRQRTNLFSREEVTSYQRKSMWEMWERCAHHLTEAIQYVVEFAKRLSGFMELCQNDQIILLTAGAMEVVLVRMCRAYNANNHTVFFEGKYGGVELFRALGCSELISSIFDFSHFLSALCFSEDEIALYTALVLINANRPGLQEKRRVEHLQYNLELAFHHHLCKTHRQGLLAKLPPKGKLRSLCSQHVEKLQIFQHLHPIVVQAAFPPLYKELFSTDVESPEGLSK
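A Gal4/UAS one-hybrid system in insect cells: metallothionein-promoter Gal4–ROR gamma fusion plus Photinus luciferase reporter. Copper sulfate 700 uM final, 20 hr ambient incubation, luminescent detection after 10 min with reagent.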
p53 reactivator: qHTS assay for re-activators of p53 using a Luc reporter | H1299 p53-A138V BP100-luciferase reporter, luminescence, 24 h | Potency, µM (doses to about 92.2 µM), for the others: at the top dose activity change, positive = activation, actives largely listed as activators | 0.063% of 320,000 active; further: potency means the concentration at half of the fitted maximal effect; % of control where 0% means no effect; nearly all actives have a fitted effect of over 45% in size
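p53-null H1299 cells stably carrying temperature-sensitive p53-A138V and a BP100-luciferase reporter were pinned with compounds (4-point, 1:5 series) and held 24 hrs at 37 deg C. Luminescence was read 10 min after detection reagent.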
Rab9 prom act: qHTS Assay for Rab9 Promoter Activators; Huh7 Rab9 promoter-luciferase reporter, luminescence, 24 h; Potency, µM (series often up to 9.22 µM), without a hit: at the highest dose activation, negative = inhibition, most hits filed as activators; 2.8% of 320,000 active; further: potency means the concentration at half of the fitted maximal effect; % of control where 0% means no effect; nearly all actives have a fitted effect of over 60% in size
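Huh7 cells stably carrying a Rab9 promoter-luciferase reporter, 1500 cells per well in OP-MEM I with 10% FBS, treated with compound 24 hours at 37C. Luciferase activity read by luminescence after 10 minutes with Amplite reagent.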
FLuc counter: qHTS profiling assay for firefly luciferase inhibitor/activator using purifed enzyme and Km concentrations of substrates (counterscreen for miR-21 project); Luciferin 4-monooxygenase (Photinus pyralis), P08659; purified FLuc, Km substrates, luminescence inhibition; Potency, µM (top dose mostly 57.5 µM), without a hit: at the highest dose activity change, negative = inhibition, usual class: inhibitors; 6.9% of 360,000 active; AID 588342, 2011;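 further: potency means the concentration at half of the fitted maximal effect; plate controls were vehicle for no effect and reference inhibitor for full effect; nearly all actives have a fitted effect of over 55% in size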
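Purified P. pyralis luciferase (10nM final) with 10uM D-luciferin and 10uM ATP (Km levels) in 50mM Tris acetate pH 7.5, 10mM Mg acetate, 0.01% Tween-20, 0.05% BSA; qHTS 6-point titration, ~60 µM downward; luminescence read.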
BRCA1 expr up: qHTS Assay to Identify Small Molecule Activators of BRCA1 Expression; MCF7-BRCA1-FFLuc reporter, luminescence, 48 h; response scale: scaled: vehicle 0%, 10 µM genistein 100%; Potency, µM (series often up to 46.1 µM), inactives show top-dose activation, usual class: activators; 1.1% of 380,000 active; further: potency means the concentration at half of the fitted maximal effect; nearly all actives have a fitted effect of over 80% in size; some results filed as inactive show a strong effect at the top dose
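48 h compound treatment of MCF7-BRCA1-FFLuc cells (phenol-red free MEM, 37 °C), then 15 min with luciferase substrate and luminescence imaging.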
Menin-MLL TR inh: qHTS Assay for Inhibitors Targeting the Menin-MLL Interaction in MLL Related Leukemias: Competition With Texas Red Labeled MLL-derived Mutant Peptide. Menin + Texas Red MLL mutant peptide, fluorescence polarization. Potency, µM (top dose mostly 61.6 µM), for inactives: top-dose FP activity change, negative = inhibition, hits mostly inhibitors. O00255. 0.23% of 270,000 active; active means well fitted inhibition curve with a large enough effect in the polarisation, with a control signal flat, not every such curve was filed as active; inconclusive means small, poorly fitted or top-dose-only effect, or effect the other way, or a change in a side signal; inactive means no such curve, though single readings can be large or run the other way; the % refers to the polarisation; further: potency means the concentration at half of the fitted maximal effect; % of control where 0% means no effect; many of its hits are not listed in these tables
Gal4-VP16 FLuc: VP16 counterscreen qHTS for inhibitors of ROR gamma transcriptional activity; 3.5% of 310,000 active; Drosophila S2 Gal4-VP16 UAS-luciferase, luminescence, 20 h; AID 2546, 2010; Potency, µM (highest dose often 53.6 µM), without a hit: at the highest dose activity, negative = inhibition, hits mostly inhibitors;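 further: Gal4-VP16 expression switched on by copper sulfate through the metallothionein promoter; potency means the concentration at half of the fitted maximal effect; on the % scale 0 is the no-effect control and ±100 the full control effect; nearly all actives have a fitted effect of over 50% in size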
PKM2 activator: qHTS Assay for Activators of Human Muscle isoform 2 Pyruvate Kinase; purified PKM2, Kinase-Glo ATP luminescence, activation; response scale: 0% is enzyme alone, no compound; Pyruvate kinase PKM (Homo sapiens), P14618; Potency, µM (top dose mostly 57.5 µM), for the others: top-dose activation, most hits filed as activators; 0.34% of 260,000 active; further: potency means the concentration at half of the fitted maximal effect; on the % scale 0 is the no-effect control and ±100 the full control effect; nearly all actives have a fitted effect of over 55% in size
Target sequence (P14618 whole entry, looked up, canonical isoform): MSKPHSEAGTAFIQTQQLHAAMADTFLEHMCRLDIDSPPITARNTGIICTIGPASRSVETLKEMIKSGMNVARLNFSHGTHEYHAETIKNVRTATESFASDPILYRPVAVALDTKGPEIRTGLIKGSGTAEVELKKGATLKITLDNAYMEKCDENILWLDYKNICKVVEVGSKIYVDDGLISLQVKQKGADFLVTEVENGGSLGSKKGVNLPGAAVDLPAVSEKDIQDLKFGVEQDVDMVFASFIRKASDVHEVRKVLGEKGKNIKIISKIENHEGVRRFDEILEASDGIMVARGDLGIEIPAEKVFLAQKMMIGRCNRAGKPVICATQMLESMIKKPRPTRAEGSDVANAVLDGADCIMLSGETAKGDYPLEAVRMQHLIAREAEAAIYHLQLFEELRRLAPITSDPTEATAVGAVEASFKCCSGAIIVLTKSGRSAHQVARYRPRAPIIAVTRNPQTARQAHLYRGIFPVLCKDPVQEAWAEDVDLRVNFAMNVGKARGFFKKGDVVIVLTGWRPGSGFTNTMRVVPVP
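Purified hPK-M2 (>95%) run at intermediate activity with 0.1 mM ADP and 0.5 mM PEP in 50 mM imidazole pH 7.2, KCl, MgCl2; 1 h room temperature. ATP formed read by Kinase-Glo luminescence; normalized to uninhibited and no-enzyme controls.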
Giardia killer: Small Molecules that selectively kill Giardia lamblia: qHTS | 0.15% of 340,000 active | Giardia lamblia trophozoite viability | activity change, % at 7.66 µM, hits read low | AID 540267, 2011; in the data active means activity change below about -80%; inconclusive means between about -30% and that limit;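 further: parasites exposed to compound for two days anaerobically before the ATP read; on the % scale 0 is the no-effect control and ±100 the full control effect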
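ATP-content bioluminescence gauges trophozoite survival. Cells (100/well) receive compound and incubate anaerobically for 48 hrs at 37 deg C; detection reagent follows for 15-30 min at room temperature.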
NPC1 promoter act: qHTS Assay for NPC1 Promoter Activators. Huh7 NPC1 promoter luciferase reporter, 24 h. Potency, µM (series often up to 9.22 µM), for inactives: at the top dose activation, hits mostly activators. 2.4% of 320,000 active. AID 485313, 2010;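 further: potency means the concentration at half of the fitted maximal effect; % of control where 0% means no effect; nearly all actives have a fitted effect of over 60% in size; reporter is driven by a mutant NPC1 promoter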
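Cells: Huh7 expressing luciferase under the NPC1 promoter, 1500/well. Seeded 2 h, compound added, incubated 24 h at 37 °C. Luciferase reagent, 10 min ambient, then luminescence.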
ELG1 genotoxic: qHTS screen for small molecules that induce genotoxicity in human embryonic kidney (HEK293T) cells expressing luciferase-tagged ELG1; HEK293T ELG1-luciferase reporter, luminescence, 16 h; Potency, µM (highest dose often 46 µM), without a hit: at the highest dose activity change, positive = activation, usual class: activators; 1.3% of 330,000 active; AID 504466, 2011; further: potency means the concentration at half of the fitted maximal effect; % of control where 0% means no effect; nearly all actives have a fitted effect of over 60% in size
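Cells (2,000/well) expressing the ELG1-luciferase fusion are dosed by pin tool and kept 16 hr at 37 °C, 5% CO2. Signal comes from ONE-Glo luciferase reagent after 30 min at room temperature.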
* = called active by the depositor; ? = inconclusive; . = not tested or not shown; & = joins results of further samples; [ ] = another dose, or the depositor's remark. Unless noted, the call rests on the fitted dose curve; in most records, active means well fitted curve in the direction sought with a large enough effect; inconclusive means small, poorly fitted or top-dose-only effect, or another doubt; inactive means no such curve, though single readings can be large; an effect the other way counts as inactive or inconclusive. These rows are one share of the data (hit frequency here may not be typical).

SMILES	RORgamma inh	p53 reactivator	Rab9 prom act	FLuc counter	BRCA1 expr up	Menin-MLL TR inh	Gal4-VP16 FLuc	PKM2 activator	Giardia killer	NPC1 promoter act	ELG1 genotoxic
CC(C)(C)OC(=O)NCCCC[C@H](NC(=O)c1nc[nH]c1C(=O)NCC(=O)OCc1ccccc1)C(=O)OC(C)(C)C	28µM*	0%	1%	0%	13%	3%	?	5%	28	-1%	-7%
CC1(C)CC(=O)C(C(N)=NC(=O)c2ccc([N+](=O)[O-])cc2)=C(O)C1	31%	0%	19%	4%	-14%	-4%	17%	-3%	7	3%	7%
O=C(CSc1nccc(=O)[nH]1)c1ccccc1Br	2%	-1%	7%	-1%	0%	7%	12%	14%	-6	-4%	7%
COc1cccc(OC)c1NC(=O)NC(=O)c1c(OC)c(Br)cc([N+](=O)[O-])c1OC	12%	-1%	8%	0%	-30%	.	1%	-4%	-25	1%	-1%
CCc1nnc(NC(=O)CSc2nccn2-c2cccc(C)c2C)s1	2.8µM*	-2%	-8%	6%	-51%	-19%[11.7 µM]	18µM*	1%	-7	-10%	-8%
Cc1ccc(S(=O)(=O)N2[C@@H](c3ccc(Cl)cc3)C(C(=O)O)=CC[C@H]2c2ccc(Cl)cc2)cc1	.	3%	1%	6%	-4%	.	.	.	?	-1%	-1%
CCc1nnc(NC(=O)CSc2nnc(CSc3nc(C)cc(C)n3)n2C)s1	-2%	18%	6%	1%	4%	-5%	1%	5%	9	-2%	0%
COc1cccc(C2CC(c3ccc(Cl)cc3)n3nc(N)nc3N2)c1 (stereo not drawn)	9%	-2%	-12%	4%	2%	1%[11.7 µM]	-7%	-4%	11	-2%	4%
CCC(C)c1ccccc1NC(=O)COC(=O)c1ccc(C)c(NC(=O)c2ccco2)c1 (stereo not drawn)	?	-1%	-4%	5%	5%	-3%	-6%	3%	-1	2%	-5%
COc1ccc([N+](=O)[O-])cc1N(CC(O)CN(C)C)S(=O)(=O)c1ccc(C)cc1 (stereo not drawn)	7%	-4%	-7%	-1%	-22%	2%	-8%	-1%	4	1%	0%
COc1ccc(NC(=O)CN(C)C(=O)Cn2c(=O)oc3ccccc32)cc1	.	9%	-1%	2%	20%	.	.	.	45[activator]	1%	2%
CC(C)OC(=O)c1ccc(COC(=O)CNC(=O)c2ccco2)cc1	-6%	-2%	1%	1%	20%	9%	-10%	2%	5	1%	1%
O=C(O)CCNS(=O)(=O)c1cccc2nsnc12	.	-1%	1%	-3%	-1%	.	.	.	-7	-2%	-1%
C/C(=N\Nc1cccc2cccnc12)c1ccccn1	0.63µM*	?	0.79µM*	0.34µM*	-69%[inhibitor]	?	4µM*	3%	?	3.2µM*	?
COc1ccc(C(=O)NC(NC(=S)Nc2ccc(S(N)(=O)=O)cc2)C(Cl)(Cl)Cl)cc1 (stereo not drawn)	-9%	-6%	-2%	2%	-6%	?	-4%	1%	13	-4%	0%
O=C(Nc1ccc(Br)cc1F)C1CCCO1 (stereo not drawn)	-1%	17%	3%	-2%	37%	-16%	-2%	-3%	-12	-4%	3%
Nc1cc(-c2ccc(OC(F)(F)F)cc2)nn1-c1ccc(Cl)c(Cl)c1	35%	24%	2%	?	-22%	.	7%	1%	-14	-2%	-3%
COc1cc(-c2nc(-c3ccc(Br)o3)no2)cc(OC)c1OC	7%	1%	-4%	2%	0%	3%[11.7 µM]	3%	6%	-5	-1%	-3%
COc1ccc(N2C(=O)c3ccccc3NC23CCCC3)cc1	-6%	15%	2.5µM*	?	6.3µM*	-1%	-4%	-8%	-27	4µM*	?
CC(=O)c1ccc(NC(=O)/C(=C\c2ccc(F)cc2)NC(=O)c2ccco2)cc1	4%	-4%	-7%	3%	3%	-4%	3%	0%	12	1%	-1%
Cc1sc(-c2ccncc2)nc1OC(=O)c1cc(Cl)cc(Cl)c1	-6%	5%	-1%	1%	-25%	-14%	?	13%	-15	-1%	0%
CN(C)c1nn(C(=O)Nc2cccc(C(F)(F)F)c2)cc1-c1ccccc1	11%	6%	1%	-11%	-4%	-4%	0%	-2%	6	-2%	0%
O=C(Nc1ccc2oc(-c3cccc4ccccc34)nc2c1)c1ncn[nH]1	-9%	15%	2.8µM*	?	2.2µM*	-25%	-10%	-3%	-18	?	?
Cc1cccc(C(=O)O/N=C2\CCSc3ccc(C)cc32)c1	-21%	-3%	19%	?	7%	-2%	-22%	1%	-4	-1%	-3%
CC(=O)Nc1ccc(S(=O)(=O)NC2CC(=O)N(c3ccc4c(c3)OCCO4)C2)cc1 (stereo not drawn)	.	-1%	0%	1%	10%	.	.	.	30	0%	4%
CCOC(=O)C1CCN(C2=NC(=O)/C(=C/c3ccc(O)cc3)S2)CC1	-27%	-1%	0%	?	-5%	-5%	-5%	.	6	-2%	1%
COCc1cc(=O)n2[nH]c(C)c(-c3ccccc3)c2n1	?	?	8%	-12%	-19%	-1%	?	-8%[11.5 µM]	-3	-3%	-3%
CC(C)(C)c1cc(N2CCOCC2)n2ncc(-c3ccccc3)c2n1	10%	5%	-1%	-3%	-4%	-25%	-2%	.	5	-2%	-2%
Cc1ccccc1NC(=O)c1cccc2nc3ccccc3nc12	1%	-7%	-6%	0%	-93%	-30%	-5%	-4%	-10	-6%	-4%
COc1ccc(COc2cc(-c3cccc(OC)c3)nc3ccc(NC(=O)C(C)C)cc23)cc1	38%	7%	-9%	-8%	-69%	6%	-27%	-5%	0	-21%	-2%
CN(C)CCCN(C(=O)COc1ccccc1)c1nc2c(Cl)cccc2s1	-9%	-1%	-6%	4%	-16%	-28%	12%	6%	44[activator]	1%	0%
O=C(C1CCCN1S(=O)(=O)c1cccc2cccnc12)N1CCN(c2ccccc2)CC1 (stereo not drawn)	-9%	-4%	-2%	-1%	-9%	-1%[11.7 µM]	6%	6%	17	2%	-7%
Cc1cc(OCC(=O)NC2CCN(C)CC2)ccc1[N+](=O)[O-]	-2%	-2%	0%	0%	12%	4%	10%	-1%	-17	-2%	0%
CC(=O)Nc1cccc2c1C(=O)N(c1ccc(C)cc1)C2=O	5%	?	3%	?	-31%	15%	0%	-1%	-10	2%	3%
CC1(C(=O)NNC(=O)c2cccc([N+](=O)[O-])c2)CC1(Br)Br (stereo not drawn)	-40%	-1%	-2%	1%	-35%	4%	-1%	.	-2	0%	0%
Cc1ccc(S(=O)(=O)NCCC(=O)N2CCN(Cc3ccccc3)CC2)cc1	-21%	?	-8%	5%	-3%	-2%	-8%	8%	2	1%	-3%
COc1ccccc1N1CCN(/N=C/c2ccc(O)cc2O)CC1	-16%[1.91 µM]	13%	3.2µM*	7.6µM*	?	4%	2%	6%	-2	2.8µM*	?
Cc1cccc(NCc2ccccc2)c1	-9%	-1%	-3%	-20%	17%	.	1%	-3%	5	-2%	1%
COc1ccc(-c2nc3nc(C)c(Cc4ccccc4)c(=O)n3[nH]2)cc1	0%	?	14%	9.5µM*	76%	20%	3%	-4%	-29	13%	?
CCN(CC)CC#CCC1(O)c2ccccc2-c2ccccc21	-5%	-1%	-2%	-12%	61%	0%	-3%	-1%	11	-3%	0%
CC(C(=O)NCc1cccs1)N1C(=O)c2ccccc2C1=O (stereo not drawn)	-6%	-16%	-6%	5%	0%	-14%	7%	5%	4	-4%	-1%
O=C1CCCN1CC(=O)N1CCCC(N2CCN(c3cccc(Cl)c3)CC2)C1 (stereo not drawn)	7%	25%	24%	-16%	-1%	.	-10%	-4%	-10	5%	13%
CCNc1nc(NC(C)(C)C)nc(Oc2ccc(=O)n(-c3ccccc3)n2)n1	10%	-4%	-3%	1%&1%	-9%	-24%	-24%	-2%	?	0%	-8%
O=C(CSc1n[nH]c(-c2cccnc2)n1)Nc1ccc(Cl)cc1	42%	-5%	-2%	-2%	-18%	19%	-5%	.	20	2%	-4%
CCOc1ccccc1CNC(=O)CCC(=O)N1Cc2ccccc2Oc2ncccc21	14%	-4%	-7%	-1%	5%	.	8%	.	21	-4%	-1%
Clc1ccc(-c2c[nH]c3ccccc23)nn1	29%	2%	20%	?	6%	48%[activator]	1%	0%	0	6%	5%
COC(=O)/C(=C(/F)Sc1cc(C)c(O)c(C)c1)C(F)(F)F	11%	5%	-7%	0%	4%	?	5%	0%	-1	0%	-2%
c1cc2c(cnc3cscc32)s1	9%	-3%	5%	-16%	-15%	9%	6%	7%	22	1%	-4%

Compound activity (PubChem)
